Tb PFK inh = qHTS Assay to Find Inhibitors of T. brucei phosphofructokinase; T. brucei PFK, ADP-Glo luminescence; 330,000 tested, 0.17% active; ATP-dependent 6-phosphofructokinase (Trypanosoma brucei brucei), O15648; Potency, µM (series often up to 57.5 µM), inactives show top-dose activity, negative = inhibition, usual class: inhibitors;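 also: potency is read from the fitted curve at half-maximal effect; 0% = uninhibited 1x PFK enzyme wells and -100% = no-enzyme wells; nearly all actives have a fitted effect of over 60% in size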
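Activity is normalized to no-enzyme wells (full inhibition) and 1.25 nM enzyme wells (no inhibition). Reaction: 0.5 mM F6P, 0.1 mM ATP, 45 min RT, ADP-Glo luminescence; concentration-response curves fitted and classed by quality.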
B2AR arrestin = qHTS assay of beta-arrestin-biased ligands of beta2-adrenergic receptor. beta-arrestin recruitment to beta2AR, cell-based reporter. Potency, µM (highest dose often 46.1 µM), without a hit: at the top dose activation, actives largely listed as activators. 330,000 tested, 0.02% active. AID 492947, 2010;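 also: potency is read from the fitted curve at half-maximal effect; 0% = DMSO controls and full agonism = EC100 isoproterenol or metaproterenol; nearly all actives have a fitted effect of over 65% in size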
Target sequence (P07550 whole entry, looked up): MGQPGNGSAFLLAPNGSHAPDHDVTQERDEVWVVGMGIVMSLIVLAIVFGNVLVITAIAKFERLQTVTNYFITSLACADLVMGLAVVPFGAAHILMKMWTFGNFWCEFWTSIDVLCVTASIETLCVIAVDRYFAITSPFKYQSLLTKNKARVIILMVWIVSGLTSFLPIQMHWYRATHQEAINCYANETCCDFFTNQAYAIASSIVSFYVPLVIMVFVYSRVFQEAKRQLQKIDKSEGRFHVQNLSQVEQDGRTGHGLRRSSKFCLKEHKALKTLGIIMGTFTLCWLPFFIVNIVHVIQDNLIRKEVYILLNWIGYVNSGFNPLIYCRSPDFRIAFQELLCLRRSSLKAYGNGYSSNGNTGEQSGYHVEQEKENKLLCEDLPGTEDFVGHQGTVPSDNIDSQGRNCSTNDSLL
USP2a inh = qHTS Assay for Inhibitors of Ubiquitin-specific Protease USP2a Using CHOP2 as the Reporter. Ubiquitin carboxyl-terminal hydrolase 2 (Homo sapiens), O75604. USP2 core, Ub-CHOP2 coupled fluorogenic reporter, 485/531. Potency, µM (highest dose often 38.3 µM), for inactives: at the highest dose activity change, negative = inhibition, most hits filed as inhibitors. 330,000 tested, 0.01% active. AID 463254, 2010;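 also: potency is read from the fitted curve at half-maximal effect; plate controls were DMSO wells for no effect and full inhibition by NEM control for full effect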
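Cell-free coupled assay: 10nM USP2 core preincubated 30min RT with compound in Tris-HCl pH 8.0/CaCl2/CHAPS buffer, then 25nM Ub-CHOP2 and 25nM reporter substrate; fluorescence (Ex 485/Em 531) read after 60min RT, normalized to NEM inhibition, concentration-response curves fitted.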
TCR act = Activators of T cell receptors: qHTS campaign; 330,000 tested, under 10 active; Potency, µM (top dose mostly 9.22 µM), for inactives: at the top dose activation of IL-2 secretion, actives largely listed as activators; AID 504894, 2011; primary human leukocytes, anti-CD3, IL-2 HTRF, 48 h; also: % of control where 0% means no effect
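IL-2 release read by HTRF sandwich (Eu cryptate donor, d2 acceptor, 665 nm emission) after 48 hr exposure of primary human leukocytes to compound together with anti-CD3 beads in the absence of co-stimulatory signals.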
TSHR antag = Antagonists of the Thyroid Stimulating Hormone Receptor: HTS campaign | TSHR-expressing cells, TSH-stimulated cAMP HTRF, 2 h; stronger effect = lower value | activity change, negative = inhibition, % at 11.5 µM | 330,000 tested, 0.2% active;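 active = activity change below a set negative limit, meaning inhibition stronger than a set level, cut at about -70% in these data; inconclusive = activity change between two set negative limits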; also: % is scaled to controls: 0 for no effect and ±100 for the full control effect
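Competitive HTRF cAMP read-out (cryptate anti-cAMP antibody, cAMP-d2; 30 min, room temperature) in freshly harvested TSHR cells. Compounds added before TSH at EC80 (4nM final), followed by 2 hours' incubation at 37 deg C.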
TSG101-PTAP inh = qHTS Assay for Iinhibitors of HIV-1 Budding by Blocking the Interaction of PTAP/TSG101. Tumor susceptibility gene 101 protein (Homo sapiens), Q99816. Fluorescence polarization, FITC-PTAP peptide / Tsg101 binding. Potency, µM (highest dose often 115 µM), for the others: at the highest dose activity change, negative = inhibition, actives largely listed as inhibitors. 340,000 tested, under 10 active; active = well fitted inhibition curve with a large enough effect in the main read-out, with a control signal flat, not every such curve was filed as active; inconclusive = small, poorly fitted or top-dose-only effect, or effect the other way, or a change in a side signal; inactive = no such curve, though single readings can be large or run the other way; also: potency is read from the fitted curve at half-maximal effect; % of control where 0% means no effect
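Fluorescence polarization binding of Tsg101 binding domain (10 uM final) to FITC-labeled PTAP peptide (50 nM final) in HEPES pH 7.5 buffer with NaCl, Tween 20, EDTA, TCEP. Compounds added before peptide; binding 20 min at RT.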
Mito fusion yeast = qHTS Assay for Small Molecule Inhibitors of Mitochondrial Division or Activators of Mitochondrial Fusion. S. cerevisiae fusion-defective mutant growth rescue, CellTiterGlo 48 h. Potency, µM (highest dose often 46.1 µM), without a hit: at the top dose growth rescue (activation), usual class: activators. 320,000 tested, 0.23% active. AID 485298, 2010;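 also: potency is read from the fitted curve at half-maximal effect; % of control where 0% means no effect; nearly all actives have a fitted effect of over 45% in size; temperature-sensitive fusion mutants such as fzo1-1 at 37 °C on non-fermentable ethanol glycerol medium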
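Read-out: ATP-based luminescence (CellTiterGlo, 10 min ambient) reporting growth of fusion-defective ts yeast after 48 hours at 37C on glycerol/ethanol YPEG medium in the presence of compound.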
Eya2 phos inh = qHTS Assay for Inhibitors of the Phosphatase Activity of Eya2. Potency, µM (highest dose often 76.9 µM), for the others: top-dose activity, negative = inhibition, most hits filed as inhibitors. AID 488837, 2010. Protein phosphatase EYA2 (Homo sapiens), O00167. recombinant Eya2, OMFP fluorescence dephosphorylation (OMFP is methylfluorescein phosphate). 330,000 tested, 0.006% active; also: potency is read from the fitted curve at half-maximal effect; % is scaled to controls: 0 for no effect and ±100 for the full control effect
Target sequence (O00167 whole entry, looked up): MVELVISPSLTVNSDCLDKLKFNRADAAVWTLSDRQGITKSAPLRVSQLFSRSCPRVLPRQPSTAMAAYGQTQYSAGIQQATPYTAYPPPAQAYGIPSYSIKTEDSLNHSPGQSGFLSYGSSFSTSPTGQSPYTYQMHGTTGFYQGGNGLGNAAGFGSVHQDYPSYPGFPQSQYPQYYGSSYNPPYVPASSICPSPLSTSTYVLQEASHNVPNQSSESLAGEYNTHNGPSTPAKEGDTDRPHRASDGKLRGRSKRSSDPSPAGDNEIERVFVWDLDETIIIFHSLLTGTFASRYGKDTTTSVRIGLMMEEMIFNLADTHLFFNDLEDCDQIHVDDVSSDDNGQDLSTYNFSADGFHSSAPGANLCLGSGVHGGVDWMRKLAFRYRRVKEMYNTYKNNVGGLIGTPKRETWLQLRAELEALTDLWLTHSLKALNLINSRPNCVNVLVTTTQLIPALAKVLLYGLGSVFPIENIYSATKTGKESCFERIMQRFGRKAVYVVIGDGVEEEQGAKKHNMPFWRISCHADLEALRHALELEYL
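Eya2 protein (added as 0.2 uM solution) was preincubated with compound for 10 min at ambient temperature in 50 mM HEPES pH 7.5, 50 mM NaCl, 5 uM MgCl2, 0.05% BSA, 1 mM DTT. OMFP (added at 50 uM) then reacted 10 min; fluorescence read at 485/525 nm.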
BCR signal inh = qHTS Assay to Find Inhibitors of Chronic Active B-Cell Receptor Signaling | 340,000 tested, 0.05% active | ABC-DLBCL IkBa-CBG/CBR reporter, luminescence ratio, 4 h | Potency, µM (doses to about 46.1 µM), for inactives: top-dose ratio change, negative = lower green/red ratio, most hits filed as inhibitors; active = well fitted inhibition curve with a large enough effect in the signal ratio, with a control signal flat, not every such curve was filed as active; inconclusive = small, poorly fitted or top-dose-only effect, or effect the other way, or a change in a side signal; the % refers to the signal ratio;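 also: potency is read from the fitted curve at half-maximal effect; plate controls were basal doxycycline-induced cells for no effect and cells given 10 µM MG132 for full effect; MG132 reads +100%, hits lower the ratio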
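TMD8 human ABC-DLBCL cells with doxycycline-inducible IκBα–green luciferase fusion and unfused red luciferase, in 0.5% FBS medium; compounds up to 46 uM, 4 h at 37C. Green/red luminescence ratio, filter-overlap corrected, fitted to concentration-response curves.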
ELG1 DNA repair = qHTS screen for small molecules that inhibit ELG1-dependent DNA repair in human embryonic kidney (HEK293T) cells expressing luciferase-tagged ELG1; HEK293T ELG1-luciferase reporter, luminescence, 16 h; DNA damage induced by 5-fluorouridine; 330,000 tested, 2.3% active; Potency, µM (highest dose often 46.1 µM), for inactives: at the highest dose activity change, negative = inhibition, usual class: inhibitors; AID 504467, 2011; also: potency is read from the fitted curve at half-maximal effect; % is scaled to controls: 0 for no effect and ±100 for the full control effect; nearly all actives have a fitted effect of over 55% in size
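Cells (2,000 per well) received 5-fluorouridine plus test compound or DMSO and were incubated 16 hr at 37 °C, 5% CO2. Luciferase activity was read by luminescence 30 min after ONE-Glo addition; signal suppression marked inhibition of damage-induced ELG1 function.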
uPA generation = qHTS for Inhibitors of Cell Surface uPA Generation; cell surface uPA generation assay, qHTS; Potency, µM (top dose mostly 38.3 µM), for inactives: at the top dose activity change, negative = inhibition, hits mostly inhibitors; 330,000 tested, 0.31% active; active = well fitted inhibition curve with a large enough effect; inconclusive = small, poorly fitted or top-dose-only effect; inactive = no such curve, though single readings can be large or run the other way; tested in mouse RAW 264.7 cells; also: potency is read from the fitted curve at half-maximal effect; % is scaled to controls: 0 for no effect and ±100 for the full control effect; nearly all actives have a fitted effect of over 55% in size
Active calls of the source: *; ? = inconclusive; . = not tested or not shown; [ ] = another dose, or the depositor's remark. Unless noted, calls follow the shape of the dose curve; as a rule, active = well fitted curve in the direction sought with a large enough effect; inconclusive = small, poorly fitted or top-dose-only effect, or another doubt; inactive = no such curve, though single readings can be large; an effect the other way counts as inactive or inconclusive.

SMILES | Tb PFK inh | B2AR arrestin | USP2a inh | TCR act | TSHR antag | TSG101-PTAP inh | Mito fusion yeast | Eya2 phos inh | BCR signal inh | ELG1 DNA repair | uPA generation
Cc1sc2ncn(C(C)C(=O)OC3CCCCC3)c(=O)c2c1C (configuration not stated) | -2% | 0.2% | -7% | -7% | 5 | -2% | 9% | -19% | ? | -9% | 8%
CS(=O)(=O)N(CC(=O)N1CCN(Cc2ccc3c(c2)OCO3)CC1)C1CCCCC1 | -3% | -0.5% | 1% | -22% | -4 | -2% | -5% | 1% | -30% | -1% | -3%
Cc1cc(C(=O)O)oc(=O)c1 | 5% | 0.6% | 4% | -23% | 6 | -3% | 2% | -9% | 2% | 12% | -1%
O=C(COc1ccccc1Cl)Nc1cnn(Cc2ccccc2)c1 | -3% | 0.0% | 0% | -3% | -10 | -1% | 0% | -5% | -3% | -10% | 2%
CCOC(=O)C1=C(O)C(=O)N(c2ccc(S(N)(=O)=O)cc2)C1c1ccccc1 (configuration not stated) | -5% | 0.0% | 1% | 17% | 2 | -6% | 1% | 7% | -11% | -4% | 5%
CCc1ccc(NC(=O)CN(N=Nc2nonc2C)c2nonc2C)cc1 | 0% | -1.8% | ? | 0% | 7 | -4% | 8% | 1% | -3% | ? | 1%
CC(=O)N1c2c(cc(Br)cc2S(=O)(=O)N2CCN(c3ccccc3F)CC2)CC1C (configuration not stated) | 5% | -0.2% | -1% | -3% | -15 | -2% | 29% | -20% | -3% | ? | 2%
COc1ccc2[nH]c(C(=O)O)c(CCNC(C)=O)c2c1 | -1% | -0.9% | 0% | 8% | -15 | -2% | 1% | 1% | ? | 3% | -2%
COc1cc(OC)cc(C(=O)NC(C(=O)O)C23CC4CC(CC(C4)C2)C3)c1 (configuration not stated) | -2% | -0.2% | 1% | 1% | 12 | -2% | 6% | -10% | 4% | 5% | -4%
CCCCc1cc(=O)oc2cc(C)cc(OCC(=O)N3CCC(C(=O)O)(c4ccccc4)CC3)c12 | -4% | -1.1% | 1% | 9% | -4 | -6% | 0% | 2% | -14% | 11% | 12%
CN(Cc1ccccc1)c1ccc(C(CC(N)=O)NC(=O)c2ccc(Br)cc2)cc1[N+](=O)[O-] (configuration not stated) | 0% | -0.3% | -2% | -1% | 6 | 2% | 0% | 1% | ? | ? | ?
Cc1ccccc1/C=N/NC(=O)Cn1cnc([N+](=O)[O-])n1 | 0% | 0.0% | 2% | -3% | 12 | -6% | 0% | -1% | ? | 18% | 1%
Cc1ccc(NC(=O)CN2C(=O)S/C(=C/c3ccncc3)C2=O)cc1 | 1% | -0.6% | -1% | . | -1 | 1% | -19% | -10% | -3% | 0% | -5%
Cc1c(Cl)ccc2c(C(=O)Nc3cc(C(C)(C)C)on3)cc(-c3ccccn3)nc12 | 1% | 0.3% | 0% | 4% | 1 | 0% | 3% | -11% | 0% | 2% | -1%
Cc1ccc(N(C(C)C(=O)Nc2ccc3c(c2)OCO3)S(C)(=O)=O)cc1 (configuration not stated) | -1% | -0.6% | 0% | 1% | 7 | -2% | 6% | 10% | 4% | 4% | 2%
CCOC(=O)Nc1ccc2c(c1)N(C(=O)CN(CC)CC)c1ccccc1CC2 | 1% | 0.1% | 1% | 3% | 12 | 1% | -2% | -2% | -3% | 0% | -8%
CN(CC(=O)Nc1cccc2c1CCCC2)S(=O)(=O)c1ccc(Cl)cc1 | -3% | -0.6% | 2% | . | -3 | -7% | 0% | -6% | -1% | 2% | .
CC(NC(=O)C(C(=O)c1cccc([N+](=O)[O-])c1)n1cc(Cl)ccc1=O)c1ccccc1 (configuration not stated) | 1% | -0.8% | 1% | -5%[46.1 µM] | 9 | -2% | -6% | 3% | -2% | -1% | 2%
COc1ccc(CNC(=O)COC(=O)CC2CC3CCC2C3)cc1OC (configuration not stated) | -1% | -1.8% | 2% | 5%[46.1 µM] | -14 | -3% | -4% | 5% | 1% | 6% | 3%
Cc1nn2c(=O)c(NC(=O)c3ccc(Cl)cc3)cnc2s1 | 2% | 0.0% | 3% | 3% | -3 | -1% | 8% | -29% | 0% | ? | 1%
O=C1c2cc(S(=O)(=O)NCCCO)ccc2-c2ccc(S(=O)(=O)NCCCO)cc21 | 2% | 0.4% | -2% | -1% | -5 | -3% | 2% | -32% | -13% | -3% | 3%
O=C(NCCO)c1cc2c([nH]c3ccccc32)c(-c2ccc(F)cc2)n1 | 5% | -0.2% | 4% | 1% | -9 | -7% | 13% | -2% | ? | ? | -5%
O=C(C1CCCN1S(=O)(=O)c1cccc2cccnc12)N1CCN(c2ccccc2)CC1 (configuration not stated) | 0% | 0.2% | 0% | -3% | -9 | -1% | 0% | 6% | -1% | -29% | -17%
O=C(Nc1nnc(CCc2ccccc2)s1)c1ccccc1 | -5% | 6.6% | -1% | -4% | -3 | -3% | -3% | -20% | 3% | ? | 6%
COc1cccc(/C(C)=N/NS(=O)(=O)c2ccc(Cl)cc2)c1 | 4% | -0.2% | 0% | 1% | -6 | 1% | 2% | 25% | -1% | 4% | -1%
CCN(CC(=O)N1CCN(C)CC1)S(=O)(=O)c1ccc(Cl)cc1 | -10% | 0.1% | 1% | -2% | 12 | 1% | -1% | 6% | -1% | 11% | 1%
COc1ccccc1NC(=O)COC(=O)c1ccc([N+](=O)[O-])s1 | -1% | 0.0% | 1% | 1% | -1 | -3% | -5% | 15% | 0% | 6% | 3%
CCOC(=O)CSc1nc(C)[nH]c1[N+](=O)[O-] | -16% | 0.1% | 6% | -4% | 9 | -4% | -1% | -1% | 0% | 8% | -6%
Cc1ccc(CONC(=O)/N=C/N(C)C)cc1 | -1% | -0.5% | 1% | 2% | 25 | -3% | -1% | ? | -6% | 7% | .
CC(=O)N1CCN(S(=O)(=O)c2cccc(C(=O)Nc3ccc(C)cn3)c2)CC1 | -9% | 0.8% | -1% | 3% | 5 | -3% | 0% | 11% | 0% | ? | -8%
COc1cc(C2C(Oc3ccccc3C)C(=O)N2Cc2ccc(F)cc2)cc(OC)c1OC (configuration not stated) | -7% | -0.8% | 0% | -2%[46.1 µM] | 29 | -6% | 4% | -8% | 7% | -12% | 1%
CC(=O)N1N=C(c2ccncc2)OC12CCCCCC2 | -1% | -1.0% | 0% | 6%[46.1 µM] | -3 | -3% | -5% | -10% | -5% | 20% | -26%
COc1cccc(NC(=O)Cn2c(=O)c3c(ncn3Cc3ccccc3)n(Cc3ccccc3)c2=O)c1 | -1% | -0.5% | -12% | 3% | 6 | -5% | 0% | 12% | -6% | 0% | 15%
Cc1cn(C2C=CC(CO)O2)c(=O)[nH]c1=O (configuration not stated) | -1% | -0.7% | 2% | -1% | 2 | -2% | 0% | -20% | -1% | 23% | -7%
Cc1cc(C)cc(NC(=O)CSc2nccn2Cc2ccco2)c1 | 4% | -1.2% | -2% | -2% | 3 | 1% | -8% | -2% | ? | 30% | 8%
C/C(=N/NC(=O)CNC(=O)C1COc2ccccc2O1)c1cccc(O)c1 (configuration not stated) | -11% | 0.2% | -6% | 5% | 1 | -7% | 4% | -3% | 2% | 11% | 0%
O=C(CSc1nc(=O)n2ccccc2n1)N1CCCc2ccccc21 | -6% | -0.1% | 0% | -7% | 0 | -3% | 3% | 33% | -2% | -2% | 4%
Cc1cc(Br)c(NC(=O)COn2nnc3ccc(S(C)(=O)=O)cc32)c(Br)c1 | 0% | -0.1% | 0% | 5% | -5 | -4% | -8% | -4% | -3% | -6% | 5%

The order is random. Share with any hit: about 3%.
